MRP reversal: reversal of MRP1-mediated doxorubicin resistance, primary screen, H69AR cells, doxorubicin co-treatment. H69AR cells + 2 uM doxorubicin, CellTiter-Glo, 72 h. differential viability (reversal), % at 10 µM. 0.04% of 85,000 active. AID 602, 2007;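 active = viability drop by adding the cancer drug above about 55%, with treated viability meeting a 40% cutoff, limit read from the data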;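 also: viability without doxorubicin minus viability with 2 µM doxorubicin for each compound; larger differential means the compound sensitizes cells more to doxorubicin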
NFkB transloc pot: enhancers of NFkB p65 translocation in HUVEC – imaging, IL-1B stimulus, high-content imaging, primary screen; activation, % at 2 µM; 0.3% of 94,000 active; AID 819, 2007; HUVEC IL-1B NFkB p65 nuclear translocation imaging;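 active = activation above 40%, about the mean plus 3 SD, also judged a hit on visual image review; inconclusive = activation above 40% but not a hit on visual review; inactive = activation not above 40% and no visual hit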;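 also: percent activation is computed from the nuclear over cytoplasmic p65 intensity ratio; values of inactives mirror those of a sister screen read the other way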
PLAP inhibitors HTS: PLAP enzyme inhibitors, biochemical, luminescence, HTS (AID 690); purified PLAP, luminescent substrate; higher % means a stronger effect; inhibition, % at 20 µM, or IC50 in µM where a hit was titrated; 0.08% of 96,000 active; in the data active = a potency from the dose series; inactive = the rest, 99 in 100 with inhibition below about 30%; also: strong numbers were not always called active
NFkB transloc inh: inhibitors of IL-1B driven NFkB p65 nuclear import, primary screen, imaging, HUVEC, IL-1B stimulus, high-content imaging. AID 796, 2007. HUVEC IL-1B NFkB p65 nuclear translocation imaging. 0.43% of 94,000 active. inhibition, % at 2 µM;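 active = inhibition above about 30% together with a positive call from visual inspection of the well image, limit read from the data; inconclusive = inhibition above a set limit but visual check negative; inactive = inhibition not above a set limit, visual check negative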;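 also: nuclear over cytoplasmic p65 intensity ratio measured by imaging; 0% = IL-1B stimulated DMSO wells and 100% = unstimulated DMSO wells; values of inactives mirror those of a sister screen read the other way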
Bcl-B displacement: displacers of TR3 peptide from Bcl-B, primary screen, selectivity assay for Bfl-1 inhibitor project, biochemical, fluorescence polarization; AID 748, 2007; 0.11% of 96,000 active; Bcl-2-like protein 10 (Homo sapiens); FP displacement of FITC-TR3 peptide from Bcl-B; higher % means a stronger effect; displacement, % at 20 µM, or IC50 in µM where a hit was titrated;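 active = displacement above 50% at 20 µM plus a fluorescence interference ratio under 1.5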;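 also: plate controls were wells without compound for no effect and wells lacking Bcl-B protein for full effect; a part of the inactive calls stands beside numbers as strong as those of hits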
MRP reversal cytotoxicity: also measured in MRP reversal; calls as there; viability, %; H69AR cells, CellTiter-Glo, 72 h; measured here: cytotoxicity without doxorubicin
MRP reversal with doxorubicin: recorded beside MRP reversal, whose call it bears; viability, %; measured here: viability with 2 uM doxorubicin; stronger effect = lower value
NFkB transloc inh cell count 2 µM: also measured in NFkB transloc inh; calls as there; cell count; measured here: cells passing quality filter;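 raw number of nuclei counted in each imaged well without normalization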
NFkB transloc pot cell count 2 µM: second read-out of NFkB transloc pot, no call of its own (marks repeat the call); cell count; measured here: cells passing quality filter
Starred values were filed as active, the others as inactive; u = inconclusive; x = not tested or not shown; & = joins results of further samples. A portion of the library. The share of hits here may be higher or lower than overall.

SMILES | MRP reversal | MRP reversal cytotoxicity | MRP reversal with doxorubicin | NFkB transloc pot | NFkB transloc pot cell count 2 µM | PLAP inhibitors HTS | NFkB transloc inh | NFkB transloc inh cell count 2 µM | Bcl-B displacement
COc1cccc(NC(=O)NC2CCN(Cc3nnnn3Cc3ccc(F)cc3)CC2)c1 | -1 | 80 | 81 | 22 | 178 | -108% | -22 | 178 | 1%
O=C(O)CCC(=O)Nc1ccc(-c2nnc(-c3ccco3)o2)cc1 | 5 | 91 | 85 | x | x | -3% | x | x | 9%
C=CCN1C(=O)C(O)=C(C(C)=O)C1c1ccccc1F (stereo not given) | -11 | 97 | 109 | x | x | 2% | x | x | 3%
Cc1nn(C)c(Cl)c1NC(=O)OCc1ccc(Cl)cc1Cl | x | x | x | -8 | 149 | -10% | 8 | 149 | 6%
Cc1cc(C)n(-c2nc3sc4c(c3c3nnc(SC(C)C)n23)CC(C)(C)OC4)n1 | -13 | 74 | 87 | -14 | 106 | x | 14 | 106 | x
CCOC(=O)C(C)Sc1snnc1C (stereo not given) | x | x | x | -3 | 172 | x | 3 | 172 | x
O=C(Cn1ncc2c1-c1ccccc1OC2)N1CCN(c2ccccn2)CC1 | 17 | 99 | 82 | 13 | 59 | 10% | -12 | 59 | -16%
CC1=NN(c2ccc(Br)cc2)C(=O)/C1=C/c1cccs1 | x | x | x | u | x | -13% | -88 | 109 | 2%
CN1c2ccsc2/C(=N/NC(=O)c2c(F)cccc2F)CS1(=O)=O | -11 | 85 | 96 | -1 | 169 | 7% | 1 | 169 | 7%
COc1ccc(S(=O)(=O)NCCC(C)C)cc1C | -9 | 85 | 94 | 23 | 56 | 24% | -23 | 56 | -2%
O=C(COC(=O)c1ccccc1C(=O)c1ccccc1)c1ccco1 | 14 | 90 | 77 | 17 | 127 | 14% | -17 | 127 | 1%
O=C(CN(Cc1ccc(F)cc1)C(=O)C1CSC(=O)C1)NC1CCCCC1 (stereo not given) | x | x | x | 8 | 182 | 0% | -8 | 182 | -5%
c1cncc(C(c2nnnn2C2CCCC2)N2CCN(Cc3ccc4c(c3)OCO4)CC2)c1 (stereo not given) | 14 | 84 | 71 | -3 | 85 | -41% | 3 | 85 | 10%
Cn1c(=O)c2c(nc(NCc3ccco3)n2Cc2ccccc2Cl)n(C)c1=O | 2 | 63 | 62 | 4 | 159 | 5% | -4 | 159 | -10%
O=C(Cn1c(CO)nc2ccccc21)Nc1cc(C(F)(F)F)ccc1N1CCOCC1 | 3 | 82 | 79 | 4 | 119 | -12% | -4 | 119 | -1%
CCN(CC)C(=O)CSc1nc2ccccc2n1CC(=O)N1CCN(c2ccccc2OC)CC1 | -15 | 55 | 70 | -7 | 158 | -60% | 7 | 158 | -1%
CC(NS(=O)(=O)c1ccc(Br)cc1)C(c1cccs1)N1CCN(C)CC1 (stereo not given) | 10 | 87 | 77 | x | x | -37% | x | x | -3%
COc1ccccc1Nc1nc2ccccc2n1C | 3 | 88 | 85 | 6 | 173 | x | -6 | 173 | x
O=C(NCCN1CCN(c2ccccc2F)CC1)C1CCCN(S(=O)(=O)c2cnc[nH]2)C1 (stereo not given) | -10 | 82 | 92 | -10 | 156 | -52% | 10 | 156 | -5%
Cc1ccc(N2CCN(C(=S)c3ccc(N(C)C)cc3)CC2)cc1 | -4 | 85 | 90 | -2 | 77 | 8% | 2 | 77 | -17%
COc1ccc(-c2cc(C(=O)N3CCN(c4ccccc4)CC3)c3ccccc3n2)cc1OC | 11 | 101 | 90 | 0 | 197 | -62% | 0 | 197 | -51%
Cc1nc(C)c(C(=O)C2=C(O)C(=O)N(CCN3CCOCC3)C2c2cccs2)s1 (stereo not given) | 14 | 99 | 85 | -9 | 197 | x | 9 | 197 | x
COc1cc2c(C(=O)N3CCN(C)CC3)c(C)n(-c3ccccc3)c2cc1Br | -8 | 62 | 70 | 0 | 149 | -44% | 0 | 149 | 1%
CC(=O)c1c(C(C)=O)c(C)n(-c2nc(-c3cccs3)c(C)s2)c1C | 14 | 80 | 66 | 25 | 138 | 8% | -25 | 138 | 9%
O=C(Nc1ccc2nc(-c3ccccn3)[nH]c2c1)C1CCCCC1 | -25 | 26 | 51 | -3 | 151 | -132% | 3 | 151 | 4%
COc1ccccc1NC(=O)c1ccc(Br)o1 | -5 | 60 | 65 | 6 | 171 | -10% | -6 | 171 | -6%
COc1cc(/C=N/N(C)c2ccccc2)ccc1O | 5 | 70 | 64 | -1 | 182 | -13% | 1 | 182 | 5%
COc1ccccc1NC(=O)c1cn(C)c(=O)c2cc(OC)c(OC)cc12 | 1 | 84 | 82 | 0 | 130 | -36% | 0 | 130 | -4%
Cc1ccc(Cl)cc1Nc1nc(-c2sc(NC(=O)c3ccco3)nc2C)cs1 | x | x | x | -10 | 131 | -5% | 10 | 131 | -39%
O=C(Nc1ccccc1)c1cc(N2CCOCC2)nc2ccccc12 | -13 | 65 | 78 | -1 | 103 | 6% | 1 | 103 | -9%
CCOC(=O)c1[nH]c2ccccc2c1NC(=O)CC(C)(C)C | 5 | 92 | 87 | -4 | 158 | -5% | 4 | 158 | 10%
OCCCNC(c1ccccc1)c1ccc(O)cc1 (stereo not given) | 22 | 90 | 68 | 1 | 161 | x | -1 | 161 | x
COc1cc(C(c2sc3nc(C)nn3c2O)N2CC(C)OC(C)C2)cc(OC)c1OC (stereo not given) | -2 | 87 | 90 | x | x | -7% | x | x | 1%
CCOC(=O)C(CC)Sc1ncnc2c1nnn2-c1ccc(F)cc1 (stereo not given) | -10 | 69 | 79 | -3 | 108 | 1% | 3 | 108 | -6%
CC(C)c1ccc(NC(=O)c2csnn2)cc1 | -6 | 98 | 104 | 1 | 66 | 1% | -1 | 66 | 2%
O=C(COc1ccccc1)N(Cc1ccco1)C1CCS(=O)(=O)C1 (stereo not given) | 15 | 99 | 84 | 3 | 188 | -48% | -3 | 188 | -2%
CC1Cc2nc(SCC(=O)N3CCN(c4ccccc4)CC3)n(C)c(=O)c2S1 (stereo not given) | 18 | 82 | 64 | 6 | 179 | -9% | -6 | 179 | -2%
O=C(NCCc1ccccc1)c1cccs1 | 7 | 99 | 92 | -4 | 59 | 26% | 4 | 59 | 4%
COc1ccc(-c2cc(C(N)=O)nc(N3CCCCCC3)n2)cc1 | -8 | 78 | 86 | -5 | 129 | 29% | 4 | 129 | -16%
CCN(CC)CCCNC(=O)Cc1c(C(=O)O)n(C)c2ccccc12 | -7 | 92 | 99 | -2 | 153 | -21% | 2 | 153 | 5%
O=c1[nH]c(CN2CCc3ccccc32)nc2scc(-c3cccs3)c12 | 6 | 92 | 86 | 10 | 134 | -30% | -10 | 134 | -5%
COc1cc(NC(=O)c2cc(C)on2)cc(OC)c1OC | -7 | 86 | 93 | 20 | 184 | 19% | -20 | 184 | -2%
C=COC(=O)CSc1snc(SCC(=O)OC)c1C#N | 8 | 99 | 91 | 9 | 55 | 7% | -9 | 55 | -10%
CC(C)(C)c1ccc(S(=O)(=O)NCc2ccc(C(=O)N3CCOCC3)cc2)cc1 | 5 | 92 | 87 | -8 | 123 | 8% | 8 | 123 | 7%
CC(C)NC(=O)c1cc(=O)n(C)c(=O)n1C | 4 | 93 | 88 | 11 | 136 | 20% | -11 | 136 | 5%
CCNC(=O)c1cc(Br)ccc1Cl | 8 | 108 | 100 | 9 | 53 | 24% | -9 | 53 | -10%
COc1cc(Br)cc(CN2CCN(C/C=C/c3ccccc3)CC2)c1O | x | x | x | -2 | 123 | -73% | 2 | 123 | 3%
CCN1C(=O)N(CN2CCOCC2)C2C1N(CN1CCOCC1)C(=O)N2CC (stereo not given) | 27 | 110 | 84 | x | x | -15% | x | x | -8%
C/C(=N\NC(=S)Nc1ccc(F)cc1)C1CC1 | 5 | 87 | 81 | 5 | 153 | -15% | -5 | 153 | -8%
CC(C)(C)NC(=O)CCN1CCOCC1 | 3 | 106 | 103 | 9 | 93 | 24% | -9 | 93 | 0%
COC1(OC)C(=N/O)/C(=N\O)CCC1O (stereo not given) | 13 | 108 | 95 | 5 | 174 | 13% | -5 | 174 | 10%
Cc1cc(S(=O)(=O)N2CCCC2)ccc1OCC(=O)NCc1ccco1 | 15 | 100 | 85 | -7 | 195 | -57% | 7 | 195 | 0%
O=C(NC1CCCCC1)N1CCN(c2ncccn2)CC1 | -8 | 98 | 107 | 17 | 175 | 14% | -17 | 175 | -5%
COCc1cc(C)nc(SCC(=O)Nc2cc3c(cc2C#N)OCO3)c1C#N | 3 | 71 | 67 | 4 | 138 | 3% | -4 | 138 | -7%
CCCN(CCC)S(=O)(=O)c1ccc(NC(=O)COc2ccccc2)cc1 | 4 | 71 | 67 | 11 | 136 | -24% | -11 | 136 | -236%
COC(=O)c1ccccc1NS(=O)(=O)c1cn(C)c(=O)n(C)c1=O | 22 | 98 | 76 | -4 | 66 | -6% | 4 | 66 | 4%
CC1CCc2nn(CC(=O)NC3CCCC3)cc2C1 (stereo not given) | -13 | 98 | 111 | -1 | 162 | -10% | 2 | 162 | -5%
O=C(Nc1ccc(Br)cn1)c1ccc2nccnc2c1 | -19 | 34 | 53 | 21 | 108 | x | -21 | 108 | x
Cc1ccc(C(=O)NCCSC(C)(C)C)cc1 | -2 | 94 | 97 | 13 | 176 | 6% | -13 | 176 | -8%
Cc1cccc(CSc2nnc(NC(=O)CSc3nnc(C)s3)s2)c1 | x | x | x | 11 | 152 | -2% | -11 | 152 | -4%

Arranged by length of the SMILES (highest first): 5 of the compounds above.
SMILES | MRP reversal | MRP reversal cytotoxicity | MRP reversal with doxorubicin | NFkB transloc pot | NFkB transloc pot cell count 2 µM | PLAP inhibitors HTS | NFkB transloc inh | NFkB transloc inh cell count 2 µM | Bcl-B displacement
CCCN(CCC)S(=O)(=O)c1ccc(NC(=O)COc2ccccc2)cc1 | 4 | 71 | 67 | 11 | 136 | -24% | -11 | 136 | -236%
Cc1cccc(CSc2nnc(NC(=O)CSc3nnc(C)s3)s2)c1 | x | x | x | 11 | 152 | -2% | -11 | 152 | -4%
COc1cc(NC(=O)c2cc(C)on2)cc(OC)c1OC | -7 | 86 | 93 | 20 | 184 | 19% | -20 | 184 | -2%
C=COC(=O)CSc1snc(SCC(=O)OC)c1C#N | 8 | 99 | 91 | 9 | 55 | 7% | -9 | 55 | -10%
C/C(=N\NC(=S)Nc1ccc(F)cc1)C1CC1 | 5 | 87 | 81 | 5 | 153 | -15% | -5 | 153 | -8%

Other structures:
SMILES | MRP reversal | MRP reversal cytotoxicity | MRP reversal with doxorubicin | NFkB transloc pot | NFkB transloc pot cell count 2 µM | PLAP inhibitors HTS | NFkB transloc inh | NFkB transloc inh cell count 2 µM | Bcl-B displacement
COc1cccc(C(=O)NCC(=O)n2nc(C)cc2C)c1 | 7 | 110 | 102 | 11 | 158 | 8% | -11 | 158 | 7%
Cc1cccc2c(-c3ccccc3)cc(=O)[nH]c12 | 17 | 111 | 95 | 25 | 145 | x | -25 | 145 | x
CCOc1ccc(S(=O)(=O)Nc2ccccc2SC)c2cccnc12 | -19 | 77 | 96 | 7 | 83 | 0% | -5 | 83 | -10%
CCOC(=O)C1CCCN(CCCc2ccccc2)C1 (stereo not given) | -15&-14 | 96&82 | 111&96 | -5&-9 | 181&117 | -50% | 5&9 | 181&117 | -18%

Quoted at random: 3 compounds from above, in no set order.
SMILES | MRP reversal | MRP reversal cytotoxicity | MRP reversal with doxorubicin | NFkB transloc pot | NFkB transloc pot cell count 2 µM | PLAP inhibitors HTS | NFkB transloc inh | NFkB transloc inh cell count 2 µM | Bcl-B displacement
COCc1cc(C)nc(SCC(=O)Nc2cc3c(cc2C#N)OCO3)c1C#N | 3 | 71 | 67 | 4 | 138 | 3% | -4 | 138 | -7%
Cc1ccc(Cl)cc1Nc1nc(-c2sc(NC(=O)c3ccco3)nc2C)cs1 | x | x | x | -10 | 131 | -5% | 10 | 131 | -39%
C=CCN1C(=O)C(O)=C(C(C)=O)C1c1ccccc1F (stereo not given) | -11 | 97 | 109 | x | x | 2% | x | x | 3%

From PubChem BioAssay
